Screens as filed in PubChem.
ABHD4 inh = inhibits mouse alpha/beta hydrolase domain 4. Q8VD66. purified mABHD4, FP-Rh probe fluorescence polarization. inhibition, % at 8.92 µM. 370,000 tested, 0.54% active. AID 720543;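 active means inhibition exceeding the mean over every tested compound plus 3 SD, cut at about 30% in these data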;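 further: 0% = plate median of compound wells and 100% = S159A mutant with DMSO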
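Assay system: mouse ABHD4 enzyme, wild type / Also added: fluorescent activity-based probe FP-Rh / Doses: single nominal dose of 8.92 µM, 0.89% DMSO final / Timing: 45 min compound pre-incubation plus 60 min probe step, 25 °C / Signal: FP readout, ex 525 nm / em 598 nm / Control set: S159A mutant/DMSO as 100%, compound-well median as 0%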
PG9 Ab binder = binds the HIV-1 gp120 antibody PG9; TR-FRET gp120-PG9 antibody binding; inhibition, % at 6.7 µM; 360,000 tested, 0.43% active; AID 624416; in the data active means inhibition above about 8.5%
TCR CD3 inh = blocks the human TCR-CD3 interaction | TAMRA-labeled TCR probe fluorescence, biochemical | inhibition, % at 9.4 µM | 360,000 tested, 0.37% active | AID 651800; in the data active means inhibition above about 19%;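 further: recombinant mutant TCR 2C K166C tagged with TAMRA read by polarization; 0% = receptor in buffer alone and 100% = receptor with positive control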
NR1D1 modulator = modulates human Rev-erb alpha binding to DNA; P20393; Rev-erbα–FITC-DNA binding, fluorescence polarization, 90 min; activity, % at 10 µM; 370,000 tested, 0.79% active;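 active means activity above about 14%, limit read from the data; passing the limit was not always enough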;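 further: 0% = DMSO wells with 35 nM protein and 100% = DMSO wells with 750 nM protein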
PRMT1 inh = inhibitors of human PRMT1; Q99873; recombinant PRMT1, activity-based probe fluorescence polarization; inhibition, % at 2.79 µM; 370,000 tested, 1.3% active;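 active means inhibition above about 21% made by adding two undisclosed values, limit read from the data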
Target sequence (Q99873 whole entry, looked up): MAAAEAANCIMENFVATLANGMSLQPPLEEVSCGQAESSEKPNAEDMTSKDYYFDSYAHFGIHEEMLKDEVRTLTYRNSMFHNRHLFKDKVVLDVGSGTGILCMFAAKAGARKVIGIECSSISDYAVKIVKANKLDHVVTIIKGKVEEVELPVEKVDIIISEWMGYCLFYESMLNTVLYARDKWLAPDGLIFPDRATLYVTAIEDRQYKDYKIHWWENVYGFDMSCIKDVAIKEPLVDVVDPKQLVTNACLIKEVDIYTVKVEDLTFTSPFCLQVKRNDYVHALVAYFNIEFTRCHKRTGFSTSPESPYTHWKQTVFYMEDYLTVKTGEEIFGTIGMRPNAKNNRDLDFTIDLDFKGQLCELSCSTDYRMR
UHRF1 binding = UHRF1 methyl-DNA binding inhibition; Q96T88; AID 687016; UHRF1 binding to methylated oligo, TR-FRET; inhibition, % at 4.4 µM; 370,000 tested, 0.75% active; in the data active means inhibition above about 21%;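 further: UHRF1 SRA domain binding a hemimethylated CpG hairpin DNA probe; 0% = median of test compound wells and 100% = reference inhibitor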
LEDGF integ inh = blocks HIV-1 LEDGF/p75-dependent DNA integration; 370,000 tested, 0.64% active; AID 743269; inhibition, % at 3.7 µM; TR-FRET IN-LEDGF/p75 DNA integration, Eu/Cy5;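 active means inhibition above the screen-wide mean plus 3 SD, cut at about 13% in these data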;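 further: signal is the Cy5 over europium emission ratio at 671 and 618 nm; 0% = plate median of compound wells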
HTRA1 inhibitor = HTRA1 (human) protease inhibition; Q92743; recombinant HTRA1, FP-rhodamine activity-based probe, fluorescence polarization; inhibition, % at 5.96 µM; 340,000 tested, 0.5% active; AID 504803; in the data active means inhibition above about 36%;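 further: 0% = enzyme with DMSO and 100% = wells lacking enzyme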
MBD2 DNA inh = MBD2-methylated oligo binding inhibition; 370,000 tested, 0.31% active; TR-FRET, MBD2 binding to methylated oligonucleotide; inhibition, % at 4.4 µM; Q9UBB5; in the data active means inhibition above about 13%
Target sequence (Q9UBB5 whole entry, looked up): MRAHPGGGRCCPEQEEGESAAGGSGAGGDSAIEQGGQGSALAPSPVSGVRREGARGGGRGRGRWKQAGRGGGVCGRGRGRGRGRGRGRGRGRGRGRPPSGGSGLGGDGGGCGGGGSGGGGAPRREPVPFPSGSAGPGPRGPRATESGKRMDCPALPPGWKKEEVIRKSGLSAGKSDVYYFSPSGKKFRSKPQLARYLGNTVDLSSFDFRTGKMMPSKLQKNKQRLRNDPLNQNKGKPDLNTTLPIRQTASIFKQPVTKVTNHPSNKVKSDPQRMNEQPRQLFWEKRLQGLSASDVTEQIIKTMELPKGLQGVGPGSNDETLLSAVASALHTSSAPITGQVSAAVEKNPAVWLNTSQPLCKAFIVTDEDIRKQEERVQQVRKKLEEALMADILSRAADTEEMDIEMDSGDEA
rCAG binder = molecules binding r(CAG) RNA repeats. inhibition, % at 3 µM. r(CAG) RNA repeat, TO-PRO-1 dye displacement fluorescence. 370,000 tested, 1.3% active;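 active means inhibition above the plate cutoff, the mean of all test compounds on that plate plus 3 SD, cut at about 35% in these data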;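 further: 0% = DMSO alone and 100% = 100 µM mitoxantrone as full dye displacement; higher means more dye released from RNA so lower well fluorescence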
* = called active by the depositor; x = not tested or not shown.

SMILES | ABHD4 inh | PG9 Ab binder | TCR CD3 inh | NR1D1 modulator | PRMT1 inh | UHRF1 binding | LEDGF integ inh | HTRA1 inhibitor | MBD2 DNA inh | rCAG binder
Nn1c(SCC(=O)Nc2nccs2)nnc1C1CC1 | 5 | -1.1 | 1 | -6 | 9 | 2 | 5 | -1 | -1 | -3
N#CC1=C(SCC(=O)c2ccc(Br)cc2)NC2=C(C(=O)CCC2)C1c1ccco1 (configuration not stated) | 2 | -0.4 | 5 | 2 | 7 | -5 | 4 | -12 | -3 | 18
CCCCNC(=O)c1onc(CSc2ccccc2)c1C(=O)O | 4 | 1.1 | 2 | 1 | 6 | -2 | -3 | 13 | -1 | 11
C[C@H]1CN([C@@H](C)CO)C(=O)CCCn2nncc2CO[C@@H]1CN(C)Cc1ccc(Cl)c(Cl)c1 | -1 | -0.3 | 5 | 2 | -2 | -1 | 3 | -5 | -5 | 2
NC(Cc1ccc(Cl)cc1)c1csc(NC(=O)NCC2CCCCC2)n1 (configuration not stated) | 14 | -1.3 | -14 | 5 | 1 | 1 | 5 | x | 3 | 13
Cc1ccc(S(=O)(=O)Nc2ccc(N3CCN(C)CC3)nc2)cc1 | 1 | -3.8 | 0 | -3 | 7 | -2 | -2 | -2 | -1 | -6
COc1ccccc1NC(=O)C1CCN(S(=O)(=O)c2ccc3c(c2)CC(C)N3C(C)=O)CC1 (configuration not stated) | -13 | 0.3 | -11 | -6 | 5 | 2 | -5 | -2 | 6 | 1
O=C(COc1cccc(C(F)(F)F)c1)N1CCN(c2ccc(O)cc2)CC1 | 12 | 1.2 | -7 | -3 | 16 | 0 | -7 | 15 | 4 | -3
Cc1ccc2cc3c(NC(=O)c4cccnc4)nn(C)c3nc2c1 | -1 | -11 | -3 | x | 1 | -1 | 5 | -3 | -7 | -1
CCOC(=O)c1c[nH]c(=S)n(-c2ccccc2)c1=O | -1 | -0.4 | 0 | -8 | 0 | -1 | 0 | -3 | 37* | 1
COc1ccc(CNC(=O)COc2ccc(S(=O)(=O)N3CCCCC3)cc2Cl)cc1 | 5 | -1.7 | 4 | -1 | -1 | -1 | -2 | 2 | -2 | -2
C/C(=N\Nc1ncnc2sc(C)c(C)c12)c1ccccn1 | 10 | 0.2 | -1 | 10 | 4 | -6 | -1 | 10 | -4 | 3
CN(CC(=O)Nc1ccccc1Cl)C(=O)c1ccc(-c2cccc(C(F)(F)F)c2)o1 | -16 | -1.1 | -3 | -1 | 7 | 3 | -3 | -18 | 1 | -2
Cn1c(-c2cccc([N+](=O)[O-])c2)cnc1NCc1cccc(F)c1 | 8 | 0.1 | -2 | -2 | 0 | -4 | -3 | -7 | -5 | -5
Cc1ccc(CN(C#N)c2nc(C)cc(C)n2)cc1 | -1 | -1.8 | 5 | 5 | -2 | -1 | -1 | -1 | 1 | -7
Cc1cc(-c2n[nH]c(=S)o2)c(C)n1-c1ccccc1 | 13 | 1.0 | 3 | -3 | 12 | -3 | -2 | x | -7 | 13
O=C(Cc1ccccc1)N1CCC(c2ccccc2)C1 (configuration not stated) | -2 | -0.4 | 4 | -3 | 0 | 0 | -4 | 4 | 2 | -1
O=C(NCCn1cccn1)C1CCC(=O)N(CCc2ccc(Cl)cc2)C1 (configuration not stated) | 2 | 0.0 | -2 | 4 | 3 | 0 | -4 | -2 | 2 | -3
Cc1cc(-c2csc(NC(=O)c3cccc(S(=O)(=O)N(C)C)c3)n2)c(C)n1-c1ccccc1 | -13 | -0.2 | 3 | -4 | 10 | 5 | -4 | 1 | 8 | 23
CC(C)(C)N=C1SCC(C)(/C=N/O)S1 (configuration not stated) | 5 | -0.7 | 1 | 1 | -2 | -7 | -3 | 1 | 0 | -1
CCOc1ccccc1-c1nc2c([nH]1)c(=O)n(C)c(=O)n2C | -4 | -0.2 | 6 | 2 | -2 | -1 | -1 | -1 | -5 | -2
O=C(Cn1cnc2c(NCc3ccccc3)ncnc21)NCCN1CCOCC1 | 2 | -1.2 | -5 | -1 | 3 | 0 | -4 | 7 | 0 | -1
CCSc1nnc(NC(=O)CSc2nc(CC)nc3c2c(=O)n(C)c(=O)n3C)s1 | -2 | -0.4 | -3 | 1 | 1 | 1 | 0 | -2 | 4 | -1
COc1ccccc1Nc1nc(-c2c(C)[nH]c3ccccc23)cs1 | -15 | 2.9 | -23 | -5 | 18 | 2 | 2 | 17 | 1 | 23
CCOC(=O)c1ccc(NC(=O)C2CC(O)CN2S(=O)(=O)c2ccc(C)cc2)cc1 (configuration not stated) | 3 | 1.3 | -8 | 21* | 5 | 1 | -3 | 4 | 3 | 1
O=C(NCCN1CCOCC1)c1ccc(CS(=O)(=O)Cc2ccccc2F)o1 | -4 | -1.6 | -5 | 4 | -3 | 3 | 2 | 2 | -5 | 3
O=C(CSC1=NS(=O)(=O)c2cc(Cl)ccc2N1)NCc1ccc(F)cc1 | -4 | -0.8 | 1 | -1 | -1 | -2 | 4 | -5 | -6 | 25
CCn1nc(C(=O)Nc2ccc(S(=O)(=O)Nc3ncccn3)cc2)c2ccccc2c1=O | -3 | -2.5 | 3 | -4 | -4 | 0 | -3 | 3 | -1 | 4
CC(/C=N/NC(=O)c1sc(N)nc1C)=C\c1ccccc1 | -8 | -1.3 | -4 | -6 | 3 | 1 | -2 | 3 | 3 | 5
CCOC(=O)Cn1nnnc1CN(Cc1ccccc1)Cc1cc2cc(CC)ccc2[nH]c1=O | -4 | -0.6 | 0 | 1 | -2 | -3 | 4 | -5 | -2 | -1

Profiles as entered above:
`O=C(CSC1=NS(=O)(=O)c2cc(Cl)ccc2N1)NCc1ccc(F)cc1` across the screens: ABHD4 inh: -4; PG9 Ab binder: -0.8; TCR CD3 inh: 1; NR1D1 modulator: -1; PRMT1 inh: -1; UHRF1 binding: -2; LEDGF integ inh: 4; HTRA1 inhibitor: -5; MBD2 DNA inh: -6; rCAG binder: 25
`CC(/C=N/NC(=O)c1sc(N)nc1C)=C\c1ccccc1` across the screens: ABHD4 inh: -8; PG9 Ab binder: -1.3; TCR CD3 inh: -4; NR1D1 modulator: -6; PRMT1 inh: 3; UHRF1 binding: 1; LEDGF integ inh: -2; HTRA1 inhibitor: 3; MBD2 DNA inh: 3; rCAG binder: 5

Remaining list, next part
SMILES | ABHD4 inh | PG9 Ab binder | TCR CD3 inh | NR1D1 modulator | PRMT1 inh | UHRF1 binding | LEDGF integ inh | HTRA1 inhibitor | MBD2 DNA inh | rCAG binder
CCN(CC)CCCNC(=O)CNC(=S)N(CCCN1CCOCC1)Cc1cccs1 | -2 | -0.8 | 5 | 1 | 0 | 1 | 3 | 6 | 4 | -2
Cc1ccc(OCC(=O)Nc2ccc(S(=O)(=O)N3CCOCC3)cc2)c([N+](=O)[O-])n1 | 2 | -0.8 | -8 | 3 | 4 | 2 | -3 | -2 | 4 | 2
CC(C)c1ccc(O)c(C(=O)c2cnn(-c3ccccc3)c2)c1 | -15 | 0.0 | -4 | 11 | 8 | 5 | 5 | -32 | 3 | -1
CCn1nc(NC(=O)Cc2ccc(OC)cc2)c2cc3cc(C)ccc3nc21 | 4 | -3.6 | -4 | -15 | 4 | -1 | -4 | 0 | -1 | 1
Cc1ccc(Nc2nc3ccccc3n3cnnc23)c(Cl)c1 | -6 | 0.1 | 4 | 13 | 3 | -2 | -5 | -6 | 6 | 4
COCCn1ccc2c(OCC(=O)Nc3cccc(NC(C)=O)c3)cccc2c1=O | 3 | 1.1 | -5 | 0 | 0 | 0 | -1 | 2 | 3 | -1
Cc1ccc(-c2noc(CCC(=O)NCCN3CCN(Cc4ccccc4)CC3)n2)cc1 | 0 | -0.8 | 9 | -1 | 2 | -1 | -2 | -11 | -1 | -9
CC1=NN(c2nc(-c3ccccc3)cs2)C(=O)C1N=Nc1ccccc1 (configuration not stated) | 3 | -0.7 | 1 | -10 | -1 | -1 | 2 | 5 | 0 | -3
Cc1ccccc1-n1ccnc1SCC(=O)NCC1CCCO1 (configuration not stated) | 2 | -0.6 | -6 | -4 | -2 | -2 | 2 | 5 | -3 | -3
COC(=O)c1[nH]c2ccc(C)cc2c1NC(=O)CN1CCc2cc(OC)c(OC)cc2C1 | 17 | -0.2 | 1 | -3 | -2 | -2 | 0 | -6 | 1 | 1
CC(C)OCCCNC(=S)NNC(=O)C(c1ccccc1)c1ccccc1 | -5 | 1.3 | -2 | -4 | 4 | 22* | -3 | -4 | 2 | -3
COc1ccc(C(=O)N(Cc2ccccc2)c2cccc(C)c2)c(OC)c1OC | 2 | -0.2 | -10 | 1 | 2 | 2 | -5 | -7 | 3 | -11
O=C(NNc1ncnc2sccc12)c1ccc(Cl)cc1 | -1 | -1.3 | -10 | 7 | -2 | 4 | 5 | x | 0 | 0
S=C(Nc1ccc(Cl)c(Cl)c1)N1CCOCC1 | 3 | 0.3 | 3 | 7 | -3 | 0 | -4 | -7 | 0 | 1
CCOc1ccccc1N=CC1=C(O)CC(c2ccccc2)CC1=O (configuration not stated) | -1 | 1.3 | -1 | 3 | 1 | 6 | -1 | -3 | -2 | 2
COc1cc(C2CC(=O)N(c3ccc(C)cc3)C(=O)C2)cc(OC)c1OC | 0 | 0.8 | -10 | -1 | -2 | 3 | 2 | 8 | -1 | 3
O=C(NCc1ccccn1)c1ccc(N2CCCC2=O)cc1 | 1 | -2.2 | 2 | 2 | -1 | 13 | 2 | -2 | 5 | 0
Cc1ccccc1-n1ccnc1SCC(=O)Nc1cccc(S(=O)(=O)NC2=NCCC2)c1 | -3 | -0.8 | -2 | 6 | 1 | 1 | 8 | 8 | -2 | 0
COC(=O)c1ccc(C(=O)OC)c(NC(=O)COC(=O)C23CC4CC(CC(O)(C4)C2)C3)c1 | 1 | 0.6 | -1 | 2 | -1 | 7 | 2 | -11 | 0 | -4
O=C(NCCc1c[nH]c2ccccc12)OCCCCOC(=O)NCCc1c[nH]c2ccccc12 | -18 | -1.2 | 0 | 0 | -2 | -2 | 3 | -3 | -8 | -6
Cc1ccc(S(=O)(=O)N2CCCC2CNC(=O)C(=O)NCc2ccccn2)cc1 (configuration not stated) | 0 | 0.8 | 0 | 8 | 1 | 3 | -4 | 1 | 4 | -2
Cc1ccc(C(=O)NN=Cc2ccc3c(c2)OCO3)cc1 | 7 | 1.0 | -3 | -2 | -1 | 0 | -1 | -5 | 0 | 3
CCN(CC)C(=O)Cn1cc(S(=O)(=O)CC(=O)Nc2ccc(OC)c(OC)c2)c2ccccc21 | 1 | -0.4 | 3 | -5 | -2 | 2 | 4 | 6 | -1 | -4
Cc1ccc2c(c1)NC(=O)C(CC(=O)NCCCN1CCCCC1C)O2 (configuration not stated) | 1 | 0.7 | -1 | 0 | -6 | 1 | 2 | 2 | -7 | 1
OC1(c2ccc(Cl)cc2)CCN(Cc2cn[nH]c2-c2ccc(F)cc2)CC1 | 4 | -2.0 | 3 | 4 | -6 | 2 | 4 | -9 | 0 | -3
CCOc1ccccc1Nc1nc(N)nc(CSc2nccc(C)n2)n1 | -2 | -0.8 | 5 | 4 | 1 | 8 | 2 | -5 | 0 | -2
O=C(O)C(Cc1ccc(OS(=O)(=O)Cc2ccccc2)cc1)NS(=O)(=O)Cc1ccccc1 (configuration not stated) | -3 | -0.6 | 0 | -5 | -4 | 4 | 3 | 2 | -2 | 25
NC(=O)c1nsc(C(=O)N(Cc2ccco2)C(C(=O)NCC2CCCO2)c2ccc(F)cc2)c1N (configuration not stated) | -3 | 0.3 | -7 | 0 | -4 | -4 | 3 | 7 | -6 | -6

This is a subset (hit frequency here may not be typical).
